# Sm TGR block: S. mansoni TGR enzyme inhibition | purified TGR, DTNB reduction, TNB absorbance 405 nm | Potency, µM (top dose mostly 114 µM), for the others: at the top dose activity change, negative = inhibition, hits mostly inhibitors | hit rate 3% among 360,000 | AID 485364; further: potency means the concentration at half of the fitted maximal effect; nearly all actives have a fitted effect of over 60% in size
#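 First, TGR (20 nM dispensed) and NADPH were mixed with compound. Second, a 15 min room-temperature incubation followed. Third, further NADPH and then DTNB were added to start the reaction. Finally, TNB absorbance was monitored kinetically.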
# AmpC detergent: blocks E. coli AmpC beta-lactamase in detergent assay; AmpC hydrolysis of nitrocefin, absorbance 480 nm, 0.01% Triton; Potency, µM (highest dose often 114 µM), inactives show top-dose activity change, negative = inhibition, hits mostly inhibitors; hit rate 0.041% among 370,000;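 further: potency means the concentration at half of the fitted maximal effect; 0% = no-compound wells and -100% = no-enzyme wells; nearly all actives have a fitted effect of over 25% in size; some results filed as inactive show a strong effect at the top dose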
# Target sequence (P00811 whole entry, looked up): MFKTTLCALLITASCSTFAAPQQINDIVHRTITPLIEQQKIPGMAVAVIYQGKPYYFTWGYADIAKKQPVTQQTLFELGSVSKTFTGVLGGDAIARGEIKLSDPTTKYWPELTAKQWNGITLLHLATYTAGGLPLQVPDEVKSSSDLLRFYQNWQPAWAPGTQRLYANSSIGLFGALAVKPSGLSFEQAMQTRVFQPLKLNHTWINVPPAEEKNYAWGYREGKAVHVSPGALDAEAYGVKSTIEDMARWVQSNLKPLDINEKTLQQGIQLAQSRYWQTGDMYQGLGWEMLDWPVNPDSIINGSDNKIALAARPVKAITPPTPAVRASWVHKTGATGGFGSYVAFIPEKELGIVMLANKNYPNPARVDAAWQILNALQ
#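 20 mM phosphate pH 7.0 + 0.01% (detergent screen) or 0.0001% Triton X-100; 5.3 nM AmpC reagent; cpd preinc 15 min RT; nitrocefin (800 uM stock) to start; A480 q20 s × 4 min; Activity was normalised to no-enzyme and no-compound control wells.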
# HCMV antiviral: blocks human cytomegalovirus replication. hit rate 4.5% among 410,000. HFF cells, HCMV-luciferase reporter, 72 h; stronger effect = lower value. AID 1259415. activity change, negative = inhibition, % at 57.5 µM; in the data active means activity change below about -60%; inconclusive means no clear call, values can overlap the other calls; inactive means above about -39%
#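 After 16 h attachment at 37C, HFF cells received test compound and HCMV-luciferase (1 PFU/cell); reporter luminescence read 72 h later, data normalized against buffer-only and known inhibitor Salinomycin.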
# Giardia FBPA inh: inhibitors of Giardia lamblia fructose-1,6-bisphosphate aldolase | A8B2U2 | purified Giardia FBPA | Potency, µM (series often up to 59.6 µM), inactives show at the highest dose activity, negative = inhibition, actives largely listed as inhibitors | hit rate 0.71% among 290,000 | AID 2451; further: potency means the concentration at half of the fitted maximal effect; nearly all actives have a fitted effect of over 55% in size
# Target sequence (A8B2U2 whole entry, looked up): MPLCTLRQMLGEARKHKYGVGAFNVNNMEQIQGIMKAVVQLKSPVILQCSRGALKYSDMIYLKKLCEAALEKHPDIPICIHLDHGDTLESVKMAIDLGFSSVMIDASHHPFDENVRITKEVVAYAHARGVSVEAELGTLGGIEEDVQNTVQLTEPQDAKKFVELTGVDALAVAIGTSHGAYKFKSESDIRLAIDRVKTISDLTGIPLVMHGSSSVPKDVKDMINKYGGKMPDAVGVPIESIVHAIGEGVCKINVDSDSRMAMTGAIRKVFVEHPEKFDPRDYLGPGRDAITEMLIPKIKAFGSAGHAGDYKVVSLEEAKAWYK
#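 Giardia FBPA (40 nM reagent) was preincubated 10 min at RT with compound (up to 57.5 uM final), then substrate plus GAPDH/TPI/NAD/arsenate coupling system with diaphorase/resazurin was added; resorufin fluorescence (525/598 nm) was read after 20 min.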
# AMA1-RON2 inh: inhibitors of Plasmodium falciparum AMA1-RON2 interaction. AlphaScreen AMA1-biotinylated RON2 peptide binding. Potency, µM (top dose mostly 58.2 µM), for the others: at the top dose activity change, negative = inhibition, most hits filed as inhibitors. hit rate 0.2% among 360,000. AID 720542;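 further: potency means the concentration at half of the fitted maximal effect; 0% = vehicle wells and -100% = peptide control; nearly all actives have a fitted effect of over 45% in size; some results filed as inactive show a strong effect at the top dose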
#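 AMA1 (3D7) with his tag at 25 nM final met compounds first, then biotinylated RON2 peptide at 25 nM; detection used donor plus acceptor beads, 10 µg/mL apiece, read by AlphaScreen after 30 min at room temperature.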
# AmpC inh no detg: blocks E. coli AmpC beta-lactamase in detergent-free assay. AID 485341. hit rate 0.52% among 330,000. Potency, µM (highest dose often 57.1 µM), inactives show top-dose activity change, negative = inhibition, hits mostly inhibitors. AmpC nitrocefin hydrolysis, absorbance 480 nm, 0.0001% Triton. P00811;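 further: potency means the concentration at half of the fitted maximal effect; plate controls were no compound for no effect and no enzyme for full effect; nearly all actives have a fitted effect of over 20% in size; some results filed as inactive show a strong effect at the top dose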
#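 20 mM phosphate pH 7.0 + 0.01% (detergent screen) or 0.0001% Triton X-100; 5.3 nM AmpC reagent; cpd preinc 15 min RT; nitrocefin (800 uM stock) to start; A480 q20 s × 4 min; Activity was normalised to no-enzyme and no-compound control wells.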
# Starred values were filed as active, the others as inactive; ? = inconclusive; · = no result given; & = joins results of further samples; [ ] = dose if it differs, or a comment. Unless noted, the call rests on the fitted dose curve; in most records, active means well fitted curve in the direction sought with a large enough effect; inconclusive means small, poorly fitted or top-dose-only effect, or another doubt; inactive means no such curve, though single readings can be large; an effect the other way counts as inactive or inconclusive. Unless noted, on the % scale 0 is the no-effect control and ±100 the full control effect.
SMILES,Sm TGR block,AmpC detergent,HCMV antiviral,Giardia FBPA inh,AMA1-RON2 inh,AmpC inh no detg
Cn1cc(SCC(=O)N2CCN(c3ccccc3)CC2)c2ccccc21,5%,?,-84*,-6%,-26%,26%
COC(=O)CCC(NC(=O)c1cc(-c2ccc3c(c2)OCCO3)oc1C)C(=O)OC (stereo unspecified),?,-8%,20,0%,-24%,71%[activator]
O=c1cc(-c2ccccc2)nc2c(-c3ccccc3)c(C(F)(F)F)[nH]n12,6%,-6%,-24,20%,16%,-48%
O=C(Nc1nnc(CCc2ccccc2)s1)c1ccco1,-1%,0%,9,6%,-2%,-16%
Cc1ccsc1/C=N/NC(=O)CO,·,5%,-10,-1%,4%,-8%
CCOC(=O)c1cccc(NC(=O)Cn2c(=O)c3cccn3c3ccccc32)c1,7%,-2%,38,·,·,·
O=C(CSc1ccccc1C(=O)O)c1ccc([N+](=O)[O-])cc1,?,-8%,-6,-11%,6%,-34%
CCCOc1ccc(S(=O)(=O)NCCCN2CCOCC2)c2ccccc12,-36%,-6%,-22,-8%,-6%,201%[activator]
COc1ccc(CNC(=O)CN(c2ccc(C)cc2)S(=O)(=O)c2c(C)n[nH]c2C)cc1,-2%,-1%,-2,·,·,·
O=C1c2ccccc2C(Nc2ccc(F)cc2F)N1CCN1CCOCC1 (stereo unspecified),2%,1%,0,-11%,-9%,55%
COc1cc(NC(=O)Cc2ccc(Cl)cc2)ccc1NC(=O)c1ccco1,-5%,-14%,-5,-7%,5%,-11%
O=C(NC(NNc1ccc([N+](=O)[O-])cc1)(C(F)(F)F)C(F)(F)F)c1ccc(Cl)cc1,22µM*,?,23,-22%,-17%,-26%
C/C(CCC1CC(C)OC1=O)=N/Nc1nc(-c2ccccc2)cs1 (stereo unspecified),-26%,?,15,?,36%[activator],-24%
O=S(=O)(NCC1CCCO1)c1ccc(S(=O)(=O)N2CCc3ccccc3C2)cc1 (stereo unspecified),-2%,2%,·,2%,13%,?
COc1ccc(CCN2C(=O)CC(N3CCN(C/C=C/c4ccccc4)CC3)C2=O)cc1OC (stereo unspecified),6%,9%,-29,1%,-10%,129%[activator]
O=C(c1ccc2c(c1)N(Cc1cccc(Cl)c1)C(=O)c1ccccc1S2(=O)=O)N1CCN(Cc2ccccc2)CC1,6%,12%,-67*,·,·,·
COc1ccc(C(=O)Nc2nnc(SCC(=O)NCc3ccco3)s2)cc1OC,-3%,-6%,24,·,-17%,-3%
CCOc1ccc(C(=O)NC2CC3CCCC(C2)N3CC(C)C)cc1 (stereo unspecified),4%,-7%,?,3%,-6%,-21%
COCc1ccc(CN2CCc3c([nH]c4ccccc34)C2CC(C)C)o1 (stereo unspecified),35µM*,3%,-2,-28%,0%,33%
O=C(c1cccc([N+](=O)[O-])c1)N1CCN(Cc2ccccc2)CC1,-4%,10%,-8,-5%,2%,22%
Cc1ccc(NC(=O)/C(=C/C=C/c2ccccc2)NC(=O)c2ccccc2)cc1,-9%,-6%,-37,6%,3%,-15%
CCN(CC)CCOC(=O)/C=C/c1ccccc1,9%,-7%,76,1%,-2%,-6%
CCn1nnc(NC(=O)c2cc(Cl)c(OC)c(Cl)c2)n1,-24%,-12%,16,1%,90%[activator],-15%
CSc1ccc(C2C(C#N)=C(N)Oc3c2ccc(=O)c2c(C)oc(C)c32)cc1 (stereo unspecified),28µM*,2%,-27,?,?,-29%
O=C(COC(=O)c1ccc2ccccc2c1)Nc1ncc(C(F)(F)F)cc1Cl,-2%,-3%,3,3%,-2%,-27%
COC(=O)c1sccc1NC(=S)Nc1ccccc1,?,-15%,-21,-1%,-5%,-13%
O=C(/C=C/c1cn(CC(O)CN2CCCCC2)c2ccccc12)c1cccs1 (stereo unspecified),-19%,-3%,-36,3%,-5%[2.32 µM],75%[activator]
Cc1ccc(C(=O)Nc2ccc(CN3CCS(=O)(=O)CC3)cc2)cc1C,29%,5%,?,0%,22%,10%
O=C1CCCN1CCC1CCCCN1Cc1nc(COc2ccccc2)no1 (stereo unspecified),0%,-5%,-26,2%,-7%,51%
O=C(Cn1nnc(-c2ccccc2Cl)n1)N1CCCCC1,-5%,-13%,96,4%,3%,-10%

# Quoted at random: 3 entries already listed, in no set order.
SMILES,Sm TGR block,AmpC detergent,HCMV antiviral,Giardia FBPA inh,AMA1-RON2 inh,AmpC inh no detg
COCc1ccc(CN2CCc3c([nH]c4ccccc34)C2CC(C)C)o1 (stereo unspecified),35µM*,3%,-2,-28%,0%,33%
O=C(c1cccc([N+](=O)[O-])c1)N1CCN(Cc2ccccc2)CC1,-4%,10%,-8,-5%,2%,22%
Cc1ccsc1/C=N/NC(=O)CO,·,5%,-10,-1%,4%,-8%

# Additional results.
SMILES,Sm TGR block,AmpC detergent,HCMV antiviral,Giardia FBPA inh,AMA1-RON2 inh,AmpC inh no detg
CC1CCCN(C(=O)Cn2nnc(-c3ccc(F)cc3)n2)C1 (stereo unspecified),-2%,3%,39,1%,0%,1%
CCn1c2ccccc2c2cc(NC(=O)c3ccc(Br)o3)ccc21,11µM*,1%,-19,-28%,-10%,-46%
O=C1C2C3C=CC(C3)C2C(=O)N1c1ccc(N2CCN(c3ccccn3)CC2)c([N+](=O)[O-])c1 (stereo unspecified),3%,6%,-66*,-2%,-22%,61%[activator]
COc1ccc(CN(CC2CCCO2)C(=O)CN2C(=O)COc3ccccc32)cc1OC (stereo unspecified),-6%,1%,-20,1%,-4%,50%
O=C(COC(=O)c1cc(=O)[nH]c2ccccc12)NC(=O)c1ccccc1,-5%,?,-2,·,-3%,-15%
CC1CCC2C(=O)N(c3cccc(C(=O)Nc4ccccc4Cl)c3)C(=O)C2C1 (stereo unspecified),-3%,-12%,19,9%,12%,-21%
COc1ccc(NC(=O)CN(C)C(=O)c2cccc(S(=O)(=O)N3CCCc4ccccc43)c2)cc1,14%,-4%,10,·,-15%,2%
Clc1ccc2c(NCc3cccs3)ncnc2c1,?,-11%,?,4%,-3%,-29%
N#CC(Br)Br,50µM*,9%,4,·,-3%,-4%
O=C(Nc1ccccc1)c1cccc(S(=O)(=O)Nc2ccccn2)c1,1%,-4%,-31,3%,-20%,-18%
CCOC(=O)c1cnc(SCc2ccccc2)nc1N,-1%,-8%,25,3%,4%,-27%
COc1cc(/C=C/C(=O)O)cc(S(=O)(=O)NCC2CCCO2)c1OC (stereo unspecified),-17%,2%,-12,-1%,3%,1%
COc1cc(OC)cc(OCC(O)Cn2cnc3cc(C)c(C)cc32)c1 (stereo unspecified),5%,?,18,-8%,9%,77%[activator]
CC(C)N(C(=O)CSc1ncnc2sc(-c3ccccc3)cc12)C(C)C,-22%,1%,-31,4%,0%,-5%
CC(NS(=O)(=O)c1cc(C(F)(F)F)ccc1Cl)C(=O)N(C)C1CCN(C)CC1 (stereo unspecified),·,·,24,·,12%,-21%

# A draw from above in order of number of heavy atoms, rising.
SMILES,Sm TGR block,AmpC detergent,HCMV antiviral,Giardia FBPA inh,AMA1-RON2 inh,AmpC inh no detg
O=c1cc(-c2ccccc2)nc2c(-c3ccccc3)c(C(F)(F)F)[nH]n12,6%,-6%,-24,20%,16%,-48%
O=C1c2ccccc2C(Nc2ccc(F)cc2F)N1CCN1CCOCC1 (stereo unspecified),2%,1%,0,-11%,-9%,55%
CC(NS(=O)(=O)c1cc(C(F)(F)F)ccc1Cl)C(=O)N(C)C1CCN(C)CC1 (stereo unspecified),·,·,24,·,12%,-21%

# (more compounds)
SMILES,Sm TGR block,AmpC detergent,HCMV antiviral,Giardia FBPA inh,AMA1-RON2 inh,AmpC inh no detg
Cc1ccc(S(=O)(=O)NCCN2CCOCC2)s1,5%,3%,-67*,·,-10%,-3%
Cc1cccc(N2CCN(C(=O)CCCn3ncn4c(cc5occc54)c3=O)CC2)c1C,1%,12%,-16,·,·,·
COc1ccc(C2(C(=O)NCC3CCCO3)CCOCC2)cc1 (stereo unspecified),-4%,?,-16,?,-6%,-20%
N/C(=N\N=C\c1ccc2c(c1)OCO2)c1nonc1N,28%,?,9,1%,5%,-20%
O=C(COc1ccc(S(=O)(=O)N2CCOCC2)cc1)Nc1ccc(Br)cc1,·,·,-26,·,-9%,-19%
O=C(c1ccc([N+](=O)[O-])cc1)N1CCN(c2ccc(Nc3ccccc3)nn2)CC1,-13%,1%,21,·,·,·
O=C(NCc1ccco1)c1ccc(COCC(F)(F)F)cc1,-10%,?,21,3%,-1%,-14%
O=C(CSc1n[nH]c(-c2ccncc2)n1)Nc1ccc(F)cc1,6%,2%,3,?,3%,-12%
O=S(=O)(c1ccccc1F)N1CCC(Oc2ccc(-n3cnnn3)cc2)CC1,21%&32%,1%&17%,-62*,·,-5%,-7%
COc1cccc(CNCCc2c[nH]c3ccccc23)c1OCc1ccccc1,-11%,?,?,0%,?,7%
O=C(COc1ccccc1F)Nc1nc(-c2ccccn2)cs1,·,·,-32,·,28%,-34%
COc1ccc(OC)c(NC(=O)CSc2nncc3ccc(OC)c(OC)c23)c1,-2%,1%,29,-28%,-28%,86%[activator]
CCOC(=O)C1=CSC2=NS(=O)(=O)CCN12,-3%,-5%,12,2%,5%,-6%
Brc1ccc(-c2nc(-c3ccccn3)no2)o1,0%,4%,-6,7%,10%,-15%
Cc1ccccc1NC(=O)c1ccc(F)c(S(=O)(=O)N2CCCCC2)c1,1%,5%,-24,3%,-8%,-21%
CCOc1ccc(C(=O)Nc2nnc(S(=O)(=O)Nc3ccccc3C)s2)cc1,-1%,-8%,71,-6%,0%,-37%
O=C(CSc1ncn[nH]1)Nc1ccc2c(c1)OCCO2,10%,?,34,-4%,11%,-15%
O=S1(=O)CCOCCCN1Cc1ccc(Cl)cc1,7%,-14%,-2,11%,1%,159%[activator]
O=C(NC1CC2CCCC(C1)N2C(=O)Nc1ccccc1Cl)C1CC1 (stereo unspecified),2%,0%,-17,2%,1%,-3%

# Quoted from the results shown, two compounds:
SMILES,Sm TGR block,AmpC detergent,HCMV antiviral,Giardia FBPA inh,AMA1-RON2 inh,AmpC inh no detg
CCOc1ccc(C(=O)Nc2nnc(S(=O)(=O)Nc3ccccc3C)s2)cc1,-1%,-8%,71,-6%,0%,-37%
O=C(CSc1ncn[nH]1)Nc1ccc2c(c1)OCCO2,10%,?,34,-4%,11%,-15%

# Random draw from the library (roughly 7.8% active in at least one column).
